Rab9 promoter act = activators of Rab9 promoter | 320,000 compounds, 2.8% hits | Potency, µM (top dose mostly 9.22 µM), for inactives: at the highest dose activation, negative = inhibition, actives largely listed as activators | AID 485297 | Huh7 Rab9 promoter-luciferase reporter, luminescence, 24 h; also: % of control where 0% means no effect; nearly all actives have a fitted effect of over 60% in size
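Promoter activation is measured as luciferase luminescence in Huh7 cells stably transfected with a Rab9 promoter–luciferase construct, following 24 h compound exposure at 37 °C and 10 min reagent incubation at ambient temperature.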
RORg inh = ROR gamma (mouse) transcription inhibition; Potency, µM (series often up to 53.6 µM), for inactives: top-dose activity change, negative = inhibition, usual class: inhibitors; 310,000 compounds, 5.4% hits; P51450; Drosophila S2 Gal4-RORgamma UAS-luciferase reporter, 20 h; AID 2551; also: % is scaled to controls: 0 for no effect and ±100 for the full control effect; nearly all actives have a fitted effect of over 60% in size
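Drosophila Schneider cells stably carrying a metallothionein-driven Gal4 DBD–ROR gamma fusion and a UAS-Photinus luciferase reporter were exposed to compound for 1 hr, then induced with copper sulfate (700 uM final) for 20 hr at ambient temperature before luminescence reading.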
p53 reactivator = mutant p53 re-activation in reporter cells; H1299 p53-A138V BP100-luciferase reporter, luminescence, 24 h; Potency, µM (series often up to 92.2 µM), without a hit: top-dose activity change, positive = activation, hits mostly activators; 320,000 compounds, 0.063% hits; also: % of control where 0% means no effect; nearly all actives have a fitted effect of over 45% in size
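p53-null H1299 cells stably carrying temperature-sensitive p53-A138V and a BP100-luciferase reporter were pinned with compounds (4-point, 1:5 series) and held 24 hrs at 37 deg C. Luminescence was read 10 min after detection reagent.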
FLuc counter = firefly luciferase modulation, counter-screen for miR-21 project | purified FLuc, Km substrates, luminescence inhibition | AID 588342 | Potency, µM (highest dose often 57.5 µM), for the others: at the top dose activity change, negative = inhibition, most hits filed as inhibitors | 360,000 compounds, 6.9% hits;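 also: plate controls were vehicle for no effect and reference inhibitor for full effect; nearly all actives have a fitted effect of over 55% in size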
Target sequence (P08659 whole entry, looked up): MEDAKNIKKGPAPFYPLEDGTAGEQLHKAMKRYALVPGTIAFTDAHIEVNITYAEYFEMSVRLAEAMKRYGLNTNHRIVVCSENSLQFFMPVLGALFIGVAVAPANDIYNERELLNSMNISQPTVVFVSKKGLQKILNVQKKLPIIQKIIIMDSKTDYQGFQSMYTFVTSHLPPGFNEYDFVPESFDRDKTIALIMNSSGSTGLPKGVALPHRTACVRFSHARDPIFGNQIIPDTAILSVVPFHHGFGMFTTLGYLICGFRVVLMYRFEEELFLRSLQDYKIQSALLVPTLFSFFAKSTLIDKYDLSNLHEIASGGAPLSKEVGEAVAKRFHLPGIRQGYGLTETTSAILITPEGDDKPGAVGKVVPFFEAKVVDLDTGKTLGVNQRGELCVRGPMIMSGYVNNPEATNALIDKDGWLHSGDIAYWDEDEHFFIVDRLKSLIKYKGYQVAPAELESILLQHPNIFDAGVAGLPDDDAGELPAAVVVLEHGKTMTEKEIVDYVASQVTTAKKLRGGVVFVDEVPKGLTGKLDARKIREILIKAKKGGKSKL
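Purified P. pyralis luciferase, 10 nM final, with Km-level 10 uM D-luciferin and 10 uM ATP in 50 mM Tris acetate pH 7.5, 10 mM Mg acetate, 0.01% Tween-20, 0.05% BSA; 6-point qHTS titration about 60 µM downward; luminescence read.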
CXXC DNA block = inhibitors of human MLL CXXC domain-DNA interaction; Potency, µM (doses to about 115 µM), for the others: at the top dose activity change, negative = inhibition, hits mostly inhibitors; Q03164; MLL-CXXC / FITC-HOXA9 DNA fluorescence polarization; 290,000 compounds, 0.037% hits; active = well fitted inhibition curve with a large enough effect in the polarisation, with a control signal flat, not every such curve was filed as active; inconclusive = small, poorly fitted or top-dose-only effect, or effect the other way, or a change in a side signal; inactive = no such curve, though single readings can be large or run the other way; the % refers to the polarisation
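Purified MLL-CXXC (added from a 7 uM solution) was preincubated 5 min at ambient with pinned compounds in 50 mM Tris-HCl pH 7.5, 50 mM NaCl, 1 mM DTT, 0.05% BSA. Fluorescein-labeled HOX-A9 DNA (50 nM solution) followed, 30 min, then polarization read.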
MBNL1 CUG block = MBNL1-poly(CUG) RNA binding inhibition | Q9NR56 | TR-FRET MBNL1-His/biotin-(CUG)12 binding, 665/545 ratio | Potency, µM (titrated, usually from 57.5 µM), without a hit: at the highest dose activity change, negative = inhibition, usual class: inhibitors | 280,000 compounds, 0.036% hits | AID 2675; active = well fitted inhibition curve with a large enough effect in the signal ratio, with a control signal flat, not every such curve was filed as active; inconclusive = small, poorly fitted or top-dose-only effect, or effect the other way, or a change in a side signal; inactive = no such curve, though single readings can be large or run the other way; the % refers to the signal ratio; also: % is scaled to controls: 0 for no effect and ±100 for the full control effect
Target sequence (Q9NR56 whole entry, looked up): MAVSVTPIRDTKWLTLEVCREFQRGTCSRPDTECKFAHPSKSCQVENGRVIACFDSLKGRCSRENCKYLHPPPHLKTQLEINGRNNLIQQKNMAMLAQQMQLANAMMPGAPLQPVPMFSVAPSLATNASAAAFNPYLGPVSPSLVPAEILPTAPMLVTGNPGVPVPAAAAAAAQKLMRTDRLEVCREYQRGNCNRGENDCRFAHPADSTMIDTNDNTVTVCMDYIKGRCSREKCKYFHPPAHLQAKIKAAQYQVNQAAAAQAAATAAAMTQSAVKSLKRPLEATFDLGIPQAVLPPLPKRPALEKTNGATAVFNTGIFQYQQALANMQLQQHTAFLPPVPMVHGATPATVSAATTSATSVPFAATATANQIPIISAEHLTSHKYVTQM
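Compounds (final 92 nM to 58 uM) are added to His-tagged MBNL1 and biotin-(CUG)12, then terbium anti-His antibody and streptavidin-XL665 (5 nM final). After 60 min at room temperature, the 665/545 nm ratio is read.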
BRCA1 expr up = activators of BRCA1 expression; Potency, µM (highest dose often 46.1 µM), without a hit: at the top dose activation, usual class: activators; MCF7-BRCA1-FFLuc reporter, luminescence, 48 h; response scale: scaled: vehicle 0%, 10 µM genistein 100%; AID 624202; 380,000 compounds, 1.1% hits; also: nearly all actives have a fitted effect of over 80% in size; some results filed as inactive show a strong effect at the top dose
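Cells: MCF7-BRCA1-FFLuc, 2000/well. Exposure: 48 h, 37 °C, 5% CO2. Read: luminescence, 15 min post-substrate. Controls: genistein 10 microM (maximal activation), DMSO (neutral).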
uPA surface inh = cell surface uPA generation inhibition. cell surface uPA generation assay, qHTS. Potency, µM (top dose mostly 38.3 µM), without a hit: at the highest dose activity change, negative = inhibition, usual class: inhibitors. 330,000 compounds, 0.31% hits; active = well fitted inhibition curve with a large enough effect; inconclusive = small, poorly fitted or top-dose-only effect; inactive = no such curve, though single readings can be large or run the other way; tested in mouse RAW 264.7 cells; also: % is scaled to controls: 0 for no effect and ±100 for the full control effect; nearly all actives have a fitted effect of over 55% in size
ELG1 genotoxic = genotoxicity induction in ELG1-luciferase HEK293T cells. 330,000 compounds, 1.3% hits. HEK293T ELG1-luciferase reporter, luminescence, 16 h. AID 504466. Potency, µM (highest dose often 46 µM), without a hit: top-dose activity change, positive = activation, hits mostly activators; also: % of control where 0% means no effect; nearly all actives have a fitted effect of over 60% in size
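Quantitative HTS format in 1536-well plates. HEK293T ELG1-luciferase reporter cells receive test compound and are incubated 16 hr at 37 °C, 5% CO2; ONE-Glo added, 30 min room temperature, then luminescence read.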
VP16 counter = counter-screen for ROR gamma inhibitors: Gal4-VP16 reporter. AID 2546. Potency, µM (titrated, usually from 53.6 µM), for the others: at the top dose activity, negative = inhibition, actives largely listed as inhibitors. Drosophila S2 Gal4-VP16 UAS-luciferase, luminescence, 20 h. 310,000 compounds, 3.5% hits;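 also: Gal4-VP16 expression switched on by copper sulfate through the metallothionein promoter; % is scaled to controls: 0 for no effect and ±100 for the full control effect; nearly all actives have a fitted effect of over 50% in size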
NPC1 prom act = activates the NPC1 promoter; 320,000 compounds, 2.4% hits; Huh7 NPC1 promoter luciferase reporter, 24 h; AID 485313; Potency, µM (series often up to 9.22 µM), without a hit: at the top dose activation, usual class: activators;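 also: % of control where 0% means no effect; nearly all actives have a fitted effect of over 60% in size; reporter is driven by a mutant NPC1 promoter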
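Luciferase expression driven by the NPC1 promoter was measured in stably transfected Huh7 cells after a 24 h compound incubation, using a luciferase reagent and a luminescence read.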
The depositor's hits bear a star; ? = inconclusive; . = no result given; & = joins results of further samples; [ ] = another dose, or the depositor's remark. Unless noted, calls follow the shape of the dose curve; as a rule, active = well fitted curve in the direction sought with a large enough effect; inconclusive = small, poorly fitted or top-dose-only effect, or another doubt; inactive = no such curve, though single readings can be large; an effect the other way counts as inactive or inconclusive. Potency is read from the fitted curve at half-maximal effect. This is a subset; count on the stated rates, not on these rows.

SMILES | Rab9 promoter act | RORg inh | p53 reactivator | FLuc counter | CXXC DNA block | MBNL1 CUG block | BRCA1 expr up | uPA surface inh | ELG1 genotoxic | VP16 counter | NPC1 prom act
CCCc1cc2c(=O)c(-c3ccccn3)c(C)oc2cc1O | 3% | 17% | -1% | ? | 0% | -3% | 0% | -7% | 11% | 3% | 13%
O=c1cc(CCl)nc2sc3ccccc3n12 | -2% | ? | -19% | 0% | 6% | 2% | -6% | 1% | 0% | -9% | -8%
CSCC[C@H](NC(=O)OC(C)(C)C)c1nnc(SCC(N)=O)o1 | -4% | -13% | -2% | 0% | 12% | 4% | 0% | 6% | 3% | -6% | -1%
Cc1ccc(Cl)cc1N1CCN(S(=O)(=O)c2cccc(S(=O)(=O)N3CCCC3)c2)CC1 | -3% | 5% | -4% | 0% | 23% | 0% | -22% | 4% | -4% | 0% | 1%
CCN(CC)c1nc2c(c(=O)[nH]c(=O)n2C)n1Cc1ccccc1Cl | 1% | ? | 4% | 2% | 4% | -1% | 17% | ? | -2% | 4% | 0%
CCOc1cc(S(=O)(=O)N2CCN(Cc3ccccc3)CC2)ccc1Br | . | -19% | . | -7% | -2% | 1% | -35% | 4% | . | -11% | .
Cc1ccc(C)c(OCCC(=O)OCC(=O)NNC(=O)c2ccccc2)c1 | -3% | . | 1% | 2% | . | . | 10% | -12% | -2% | . | -3%
COc1cccc(C(=O)OCC(=O)NCCCc2ccccc2)c1 | 0% | -15% | 8% | 5% | ? | 3% | 12% | 6% | 0% | -10% | 0%
CCCCOc1ccc(/C(O)=C2/C(=O)C(=O)N(CCCOC)C2c2ccncc2)cc1C (stereo not given) | 9% | -20% | 4% | 2% | 4% | 36%[activator] | -2% | 3% | 0% | -2% | 5%
Cc1cc(C)nc(N2CCC(C(=O)Nc3cccc(C(F)(F)F)c3)CC2)n1 | -2% | -3% | 4% | 5% | 6% | ? | -3% | 7% | 5% | -9% | 0%
CC1CCN(C(=O)COC(=O)c2cc(Cl)cc(Cl)c2N)CC1 | 5% | 22% | 2% | ? | 0% | 2% | 7% | . | 8% | 14% | 5%
C=CCn1c(=O)c2c3c(sc2n2c(Nc4ccc(OC)cc4)nnc12)CCCC3 | 3% | 1% | -2% | 4% | 12% | -7% | -50% | 6% | -1% | 5% | -2%
CCOC(=O)c1ccc2nc(NC(=O)C(C)C)sc2c1 | 3.5µM* | -4% | ? | 9.5µM* | -12% | -1% | 73% | -29% | ? | -4% | 1.1µM*
CC(=O)NC1C(=O)N=C(SCC(=O)Nc2sc3c(c2C#N)CCCCCC3)NC1=O (stereo not given) | -2% | -2% | 1% | ? | 13% | 25% | 2% | -4% | 1% | -5% | -4%
CCCCCCCCCCCCCCCC(=O)OC/C=C(C)/C=C/C=C(C)/C=C/C1=C(C)CCCC1(C)C | -4% | 12% | 3% | -1% | . | . | 3% | -8% | -5% | ? | -4%
CCOc1ccc(N(Cc2cc3ccc(C)cc3[nH]c2=O)S(=O)(=O)c2ccccc2)cc1 | -8% | -3% | -1% | 0% | ? | -3% | -47% | ? | -12% | -11% | -18%
CCOC(=O)C1CCCN(C(=O)c2sc3nc(-c4ccccc4)cn3c2C)C1 (stereo not given) | -5% | 31% | -1% | -2% | 5% | -12% | 0% | -2% | -10% | -3% | 12%
COc1ccc(CN2C(=O)c3ccccc3C2=O)cc1C(=O)N(C)CC(=O)Nc1c(C)cccc1C | -3% | . | 2% | 3% | . | . | -11% | 8% | 0% | . | -6%
COc1c(C)cc(C(=O)C2CCCN(S(=O)(=O)N(C)C)C2)cc1C (stereo not given) | -5% | 6% | -1% | -8% | -12% | -13% | -1% | -1% | -7% | 6% | 0%
CCCOCn1cc(F)c(=O)[nH]c1=O | 1% | -16% | -3% | 8% | -3% | -3% | -12% | 0% | 2% | -10% | -2%
Cc1ccc(/C=C(\NC(=O)c2ccccc2)C(=O)OCc2ccccc2)cc1 | -2% | -7%[10 µM] | -6% | -13% | 7% | . | -66% | -2% | -5% | 7% | -2%
CCN1C(=O)N[C@H](c2ccc(Br)cc2)C(C(C)=O)=C1C | -5% | ? | -3% | -1% | -1% | -18% | -12% | -7% | -3% | ? | 1%
Cc1nc2ncnn2c(N2CCN(C(=O)c3cccc(F)c3)CC2)c1Cc1ccccc1 | ? | -3%[10 µM] | -4% | 2% | -6% | -8% | -1% | . | -1% | -2% | -1%
NC(=O)C1CCN(C(=O)c2ccc(Cl)c(S(=O)(=O)NCc3ccco3)c2)CC1 | -1% | . | -2% | 4% | . | . | 9% | 0% | 1% | . | 0%
COc1c(Cl)cc(C(=O)NCc2ccco2)cc1Cl | -2% | ? | 2% | -3% | -1% | 2% | 3% | -4% | 0% | 3% | 1%

An excerpt from above in order of SMILES length, ascending:
SMILES | Rab9 promoter act | RORg inh | p53 reactivator | FLuc counter | CXXC DNA block | MBNL1 CUG block | BRCA1 expr up | uPA surface inh | ELG1 genotoxic | VP16 counter | NPC1 prom act
CC1CCN(C(=O)COC(=O)c2cc(Cl)cc(Cl)c2N)CC1 | 5% | 22% | 2% | ? | 0% | 2% | 7% | . | 8% | 14% | 5%
Cc1ccc(/C=C(\NC(=O)c2ccccc2)C(=O)OCc2ccccc2)cc1 | -2% | -7%[10 µM] | -6% | -13% | 7% | . | -66% | -2% | -5% | 7% | -2%
COc1ccc(CN2C(=O)c3ccccc3C2=O)cc1C(=O)N(C)CC(=O)Nc1c(C)cccc1C | -3% | . | 2% | 3% | . | . | -11% | 8% | 0% | . | -6%

(cont.)
SMILES | Rab9 promoter act | RORg inh | p53 reactivator | FLuc counter | CXXC DNA block | MBNL1 CUG block | BRCA1 expr up | uPA surface inh | ELG1 genotoxic | VP16 counter | NPC1 prom act
Cc1ccccc1NS(=O)(=O)c1ccc(C(=O)NCC(c2ccccc2)N(C)C)cc1 (stereo not given) | -6% | -41% | -5% | -1% | -17% | -5% | -18% | -4% | -12% | 5% | 9%
O=C(Cn1c(O)c(/C=C2\C=Nc3ccc(Br)cc32)sc1=O)N1CCCC1 | -4% | 7% | -10% | 0% | 26% | 18% | -61% | -5% | -5% | -3% | -5%
Cc1nc(SCC(=O)NCC2CCCO2)c2c3c(sc2n1)CCCC3 (stereo not given) | -2% | 3.5µM* | -1% | ? | 17% | -1% | -28% | -2% | -1% | 13µM* | 1%
O=C(CCc1n[nH]c(=O)[nH]c1=O)N/N=C/c1ccco1 | 0% | 5% | 1% | -1% | 12% | 10% | -15% | 3% | 3% | -10% | -3%
Cc1cccc(NC(=O)Nc2cccnc2)c1C | -2% | 2% | -1% | -15% | -16% | -9% | -1% | 1% | 2% | 11% | -2%
COc1cc(/C=N/NC(=O)C(N)=O)ccc1OC(=O)c1cccs1 | -3% | -9% | -1% | -1% | 32%[activator] | 0% | 8% | 4% | 1% | 6% | -2%
COC(=O)Cn1c(C(=O)N2CCCC2)cc2c1C[C@H]1CN(C(=O)c3ccccc3)[C@@](Cc3ccc(F)cc3)(C(=O)OC)[C@@H]21 | ? | 5%&-15% | -5% | 0% | -4% | 3% | -46% | -8% | 3% | -3%&-1% | -3%
COCCn1c(N)c(C(=O)Nc2sc3c(c2C(=O)OC)CCCC3)c2nc3ccccc3nc21 | -9% | 1% | 16% | -3% | 12% | 16% | -7% | 9% | 2% | 2% | -4%
COc1cccc(C2Nc3c(F)cc(Br)cc3C3C=CCC32)c1OC (stereo not given) | -4% | 41% | 3% | 4% | 2% | -16% | -52% | -1% | -1% | -5% | 0%
COC(=O)CSc1nnc(-c2ccccc2OC)o1 | -4% | -25% | 7% | ? | 2% | 13% | -18% | . | -1% | -25% | -2%
Nc1nc(-c2ccc3c(c2)CCO3)cs1 | ? | 18% | 5% | ? | 1% | . | ? | 0% | 19% | -9% | 18%
COc1ccccc1C(=O)COC(=O)c1nc(Cl)ccc1Cl | 3% | . | 10% | -20% | . | . | -10% | 6% | -3% | . | 6%

Part of the list above, reduced to NPC1 prom act, p53 reactivator and Rab9 promoter act:
SMILES | NPC1 prom act | p53 reactivator | Rab9 promoter act
COCCn1c(N)c(C(=O)Nc2sc3c(c2C(=O)OC)CCCC3)c2nc3ccccc3nc21 | -4% | 16% | -9%
COc1cccc(C2Nc3c(F)cc(Br)cc3C3C=CCC32)c1OC (stereo not given) | 0% | 3% | -4%
COC(=O)CSc1nnc(-c2ccccc2OC)o1 | -2% | 7% | -4%
Nc1nc(-c2ccc3c(c2)CCO3)cs1 | 18% | 5% | ?
COc1ccccc1C(=O)COC(=O)c1nc(Cl)ccc1Cl | 6% | 10% | 3%

Screens as filed in PubChem BioAssay.
